# PKA-R2B act = activators of human PKA-R2B complex; PKA-R2B holoenzyme dissociation, Cy5-IP20 fluorescence polarization; R2B truncated from residue 108, S112A mutant; 0% DMSO only, 100% 113 µM cGMP; activation, % at 11.4 µM; 340,000 compounds, 0.079% hits;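 active = activation above a cutoff set at the mean over all compounds plus 3 SD, cut at about 18% in these data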;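 also: higher means more holoenzyme dissociation and a rise in polarization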
# DAGLB inh = blocks human DAGLB lipase activity; Q8NCG7; HEK293T DAGLB membrane lysate, EnzChek fluorogenic substrate; 340,000 compounds, 0.059% hits; inhibition, % at 5.17 µM; AID 504411; in the data active = inhibition above about 34%;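 also: 0% = enzyme with vehicle and 100% = wells lacking enzyme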
# Target sequence (Q8NCG7 whole entry, looked up): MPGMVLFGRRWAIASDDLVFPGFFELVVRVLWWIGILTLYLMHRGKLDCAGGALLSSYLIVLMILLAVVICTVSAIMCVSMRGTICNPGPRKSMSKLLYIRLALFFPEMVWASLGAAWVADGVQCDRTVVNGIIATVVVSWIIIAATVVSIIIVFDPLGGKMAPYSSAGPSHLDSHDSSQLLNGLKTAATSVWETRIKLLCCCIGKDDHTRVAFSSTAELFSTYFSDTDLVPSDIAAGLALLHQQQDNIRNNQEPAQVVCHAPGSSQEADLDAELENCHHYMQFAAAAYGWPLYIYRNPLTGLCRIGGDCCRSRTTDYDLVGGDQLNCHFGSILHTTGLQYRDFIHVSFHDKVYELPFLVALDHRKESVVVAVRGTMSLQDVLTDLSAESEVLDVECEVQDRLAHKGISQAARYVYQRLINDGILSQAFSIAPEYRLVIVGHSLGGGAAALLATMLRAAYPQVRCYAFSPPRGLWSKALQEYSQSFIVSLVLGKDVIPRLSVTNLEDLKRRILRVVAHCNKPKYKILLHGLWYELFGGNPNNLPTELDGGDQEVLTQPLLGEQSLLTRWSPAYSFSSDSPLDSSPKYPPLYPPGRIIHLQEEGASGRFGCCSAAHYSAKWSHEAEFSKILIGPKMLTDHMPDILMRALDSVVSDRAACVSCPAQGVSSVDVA
# SUMO Mot1 rescue = blocks SUMOylation pathway, rescuing yeast Mot1-301 growth; 320,000 compounds, 1% hits; AID 2716; S. cerevisiae Mot1-301 growth rescue, ATP luminescence, 38.5C; percent above DMSO median, 100 means doubled; growth rescue, % at 18.8 µM;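 active = every valid replicate shows activation above 250% relative to neutral control wells; inactive = the rest, any valid replicate at or below 250%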;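 also: OY570 slx delta 5 strain wells were the positive control but not used for scaling; some compounds called inactive have numbers as strong as hits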
# Ecoli viability = reduces bacterial viability in AddAB counter-screen | E. coli V3065 growth, OD600 absorbance, 18 h | inhibition, % at 11.9 µM | 330,000 compounds, 0.27% hits;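 active = inhibition above the campaign's mean inhibition across all tested compounds plus 3 SD, cut at about 9.9% in these data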;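 also: uninfected addAB+ strain grown without phage in ampicillin broth; 0% = DMSO wells and 100% = ciprofloxacin 0.95 µg/ml wells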
# CDK5 inh = blocks human CDK5/p35 kinase activity | Q00535+Q15078 | Recombinant CDK5/p35, ADP-Glo luminescence, 60 min | inhibition, % at 10 µM | 330,000 compounds, 0.01% hits | AID 488839;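 active = highest replicate inhibition of at least 50% and at least 75% of replicates reaching 50%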;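 also: plate controls were DMSO neutral control for no effect and GW8510 at 10 µM for full effect; many of its hits are not listed in these tables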
# PKA-R1A act = activates the PKA-R1A holoenzyme complex; P00514+P68181; PKA-R1A dissociation, Cy5-IP20 fluorescence polarization; scaled: DMSO 0%, 113 µM cGMP 100%; activation, % at 11.4 µM; 340,000 compounds, 0.083% hits;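 active = percent activation above the mean of all tested compounds plus 3 SD, cut at about 19% in these data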;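 also: higher means more PKAc released from R1A so a rise in polarization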
# AddAB inh = less growth of phage-infected E. coli with AddAB. E. coli expressing H. pylori AddAB, absorbance growth. inhibition, % at 11.9 µM. 330,000 compounds, 0.29% hits; in the data active = inhibition above about 12%;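 also: 0% = vehicle wells of infected cells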
# HTR5A inv ctr = counter-screen for OPRM1-OPRD1 inverse agonists: human HTR5A inverse agonism | HTR5A cell line, luminescence | inhibition, % at 9.3 µM | 340,000 compounds, 0.083% hits; in the data active = inhibition mostly above about 23%, no sharp cut-off; inactive = mostly below about 18%;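 also: 0% = cells with DMSO and 100% = no-cell wells with DMSO; some compounds called inactive have numbers as strong as hits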
# Target sequence (P47898 whole entry, looked up): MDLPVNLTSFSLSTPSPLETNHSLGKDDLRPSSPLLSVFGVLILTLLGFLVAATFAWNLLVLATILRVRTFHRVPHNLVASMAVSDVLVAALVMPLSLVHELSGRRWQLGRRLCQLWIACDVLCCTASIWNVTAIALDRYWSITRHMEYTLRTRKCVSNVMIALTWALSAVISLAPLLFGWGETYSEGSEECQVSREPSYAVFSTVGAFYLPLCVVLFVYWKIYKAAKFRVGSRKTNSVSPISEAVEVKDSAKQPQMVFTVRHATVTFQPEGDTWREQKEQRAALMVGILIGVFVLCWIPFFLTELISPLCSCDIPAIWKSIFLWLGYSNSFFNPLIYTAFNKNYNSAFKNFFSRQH
# HTR5A ag = HTR5A agonism, opioid heterodimer counter-screen; HTR5A agonist assay, luminescence, cell-based; activation, % at 9.3 µM; 340,000 compounds, 0.61% hits; AID 504692; in the data active = activation mostly above about 9.5%, no sharp cut-off; inactive = mostly below about 7.6%;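 also: 0% = cells with vehicle only and 100% = reference agonist; strong numbers were not always called active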
# phage Ecoli inh = E. coli growth loss with phage present. inhibition, % at 11.9 µM. AID 651602. growth absorbance. 360,000 compounds, 0.26% hits; in the data active = inhibition above about 11%
# Tat transport = inhibitors of E. coli Tat protein transport; E. coli MC4100 TorA-mCherry Tat export, fluorescence; inhibition, % at 10 µM; 340,000 compounds, 0.036% hits;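 active = mean replicate inhibition at least 50% and at least half of replicates individually reaching 50%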;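 also: exported cargo escapes ClpAP degradation while cytoplasmic cargo is degraded and loses fluorescence; 0% = median of neutral control wells and 100% = median of NaSCN control wells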
# Numbers without * were called inactive; . = not tested or not shown.
SMILES,PKA-R2B act,DAGLB inh,SUMO Mot1 rescue,Ecoli viability,CDK5 inh,PKA-R1A act,AddAB inh,HTR5A inv ctr,HTR5A ag,phage Ecoli inh,Tat transport
Cc1ccc(C)c(NS(=O)(=O)c2cc(C(=O)NCC3CCCO3)ccc2C)c1 (stereo not given),-10,2,152,0.3,-1.5,-6,-1.6,7,1,-0.1,24
CC1=C(C(=O)OCc2ccccc2)C(c2cccc(F)c2)NC(=O)N1 (stereo not given),-9,2,611*,1.4,-1.2,-4,4.2,-3,1,-1.4,2
CCOC(=O)Cc1csc(N/N=C/c2cccc([N+](=O)[O-])c2)n1,-5,1,-8,-1.1,3.1,2,2.5,1,2,1.5,1
COc1cc(C)c(C(=O)Oc2cc(C)c(C(=O)O)c(O)c2C)c(O)c1C(=O)O,-8,-1,13,-0.5,-2.2,-7,2.7,14,0,1.6,-3
CCCn1c(SCC(=O)Nc2ccc(S(=O)(=O)N(C)C)cc2)n[nH]c1=O,-10,2,13,-0.4,0.1,-8,0.3,-1,0,3.8,-13
O=C(C1CC1)N(Cc1ccco1)c1nc(-c2ccccc2)cs1,-11,-10,7,0.9,-1.7,-6,-0.7,8,-3,3.6,0
CCn1c(SCC(=O)Nc2ccc(N3CCOCC3)cc2)nnc1-c1ccco1,1,0,-4,0.9,-0.5,2,-0.9,23,-2,-5.9,-3
O=C(CNC(=O)c1cccs1)Nc1cccc(S(=O)(=O)N2CCOCC2)c1,-17,-1,.,.,0.5,-13,.,2,-1,0.1,0
O=C(NCCN1CCN(C(=O)c2cccc(Br)c2)CC1)C(=O)Nc1ccc(Br)cc1,0,2,14,-5.2,-3.1,-5,-3.1,12,-1,4.5,3
CN=C1SC(CC(=O)Nc2cccc(Cl)c2Cl)C(=O)N1C (stereo not given),7,-4,-23,2.7,0.4,-4,3.6,-13,6,3.1,1
Cc1cccc(C(=O)Oc2ccc(/C=N/NC(=O)c3ccncc3)cc2)c1,-1,-1,8,0.7,0.0,-7,0.6,21,-6,2.7,-7
CCCCOC(=O)NCN1C(=O)C2C3C=CC(C3)C2C1=O (stereo not given),-1,-3,108,1.9,-1.6,-1,-2.9,15,9.5*,0.9,-7
O=C(Nc1cc(Cl)cc(Cl)c1)N1CCCC1,-12,-1,-9,4.5,2.9,2,2.8,-10,4,1.7,-1
Cc1ccn2c(C(=O)CSc3ccc(Cl)cc3Cl)c(C)nc2c1,-6,0,-21,-2.0,-0.1,-3,4.8,2,4,.,0
CCCCC(CC)CNC(=O)CC1Nc2c3ccccc3nc(=S)n2C1=O (stereo not given),4,-1,-6,3.6,-0.5,-8,3.4,2,-1,2.8,-8
CC(C)(C)c1ccc(OCC(=O)N2CCN(c3ncccn3)CC2)cc1,3,-4,-4,2.8,0.9,-1,0.6,-26,0,.,8
CCCn1c(C)cc(C(=O)Cn2nnc3ccccc3c2=O)c1C,-13,0,5,-1.0,1.6,-7,-1.3,-12,4,3.0,7
CC(=O)Nc1ccc(S(=O)(=O)N2CCN(C(=O)c3ncoc3-c3ccc(C)cc3)CC2)cc1,-11,0,238,-4.4,-4.8,-2,5.2,-3,1,0.4,28
O=C1[C@@H]2Cc3c([nH]c4ccccc34)CN2C(=O)CN1CCO,6,1,-1,-1.0,-0.6,-5,0.4,-31,8,0.6,6
CC(C)CSC1=NSC2=NC(=O)/C(=C\c3ccccc3)C(=N)N12,-17,26,20,-1.9,-0.1,-8,-2.0,3,-1,0.8,5
COc1cccc(SCC2(O)CCN(C(=O)c3ccc(Cl)cc3)CC2)c1,-8,1,.,3.3,1.3,-14,1.2,3,-6,2.2,3
CCN(c1ccccc1)S(=O)(=O)c1ccc(OC)c(NC(=O)C2CC2)c1,0,-2,-9,-0.3,-2.0,-4,1.8,-22,8,-2.0,13
O=C(Nc1ccc(N2CCCCC2)c(Cl)c1)c1ncn[nH]1,-7,4,.,-1.1,1.5,-14,-0.3,0,1,2.7,0
NC(=O)c1cccc(NC(=O)CCCCC(=O)Nc2cccc(C(N)=O)c2)c1,-5,-1,247,1.4,1.6,2,1.3,5,-1,2.1,1
Cc1ccc(OCC(=O)N2CCN(S(=O)(=O)c3ccccc3)CC2)c([N+](=O)[O-])n1,-10,0,10,2.8,0.5,-4,3.4,9,1,2.0,-12
# Going on with the list:
SMILES,PKA-R2B act,DAGLB inh,SUMO Mot1 rescue,Ecoli viability,CDK5 inh,PKA-R1A act,AddAB inh,HTR5A inv ctr,HTR5A ag,phage Ecoli inh,Tat transport
COc1cc(OC)cc(C(=O)N2CCN(C(=O)c3cccc(F)c3)CC2)c1,0,1,275,-3.3,-1.6,-10,0.2,6,-2,2.2,0
CCN(CC)CCNC(=O)c1ccc(NS(=O)(=O)c2ccc3c(c2)OCCO3)cc1,-3,0,-2,0.9,-0.3,2,-1.4,13,11,4.7,6
CC(C)N(Cc1nnc(-c2ccc(Cl)cc2)o1)C(=O)c1cc2ccccc2o1,-4,-3,-8,-0.7,-0.5,-8,0.2,18,-7,-1.1,10
O=C(CSc1nnc(CNC(=O)c2cccc(C(F)(F)F)c2)o1)NCc1ccco1,0,3,-3,3.4,1.0,-9,1.2,16,1,3.9,1
CS(=O)(=O)c1ccc(SCC(=O)NC2CCS(=O)(=O)C2)c([N+](=O)[O-])c1 (stereo not given),-4,-1,8,1.6,-4.2,2,-0.7,0,0,4.0,7
COc1ccc(NC(=S)N2CCC(NC(=O)c3cccc(C)c3)CC2)cc1,0,0,2,0.5,-0.9,-3,3.1,-8,3,2.5,-2
COc1cc(NC(=O)c2cc(S(=O)(=O)N3CCCCC3)c[nH]2)cc(OC)c1,-9,0,3,-1.5,-1.4,-8,-1.5,-5,2,0.5,3
COc1ccc(C2/C=C\CN(C(=O)Nc3ccc(C(F)(F)F)cc3)CC(=O)N2Cc2ccc(F)cc2)cc1 (stereo not given),-4,-10,484,4.3,-1.2,-7,5.8,-50,20*,.,5
COc1ccc(NC(=O)CSc2nccn2-c2ccccc2)cc1,-13,-1,-6,1.0,-1.1,-9,5.3,-1,-2,5.5,-12
COC(=O)c1c(C)[nH]c(C(=O)OC(C)C(=O)N(C)C2CCCCC2)c1C (stereo not given),0,-4,202,0.3,0.4,-4,-2.8,9,-3,4.6,-2
O=C(NCCCn1ccnc1)c1ccc(S(=O)(=O)N2CCOCC2)cc1,6,-2,6,-2.1,0.9,-3,-1.2,1,0,-1.3,-19
Cc1sc2ncnc(NCC(O)c3ccccc3)c2c1C (stereo not given),4,-1,7,-0.4,0.4,-1,-1.4,3,-1,1.6,2
CC(=O)CCc1ccc(OCCCOc2cccc3cccnc23)cc1,-5,-12,-4,2.1,2.2,0,3.8,-19,23*,3.2,8
Cc1c(CNCCc2ccccc2Cl)c(C(=O)O)c(C)n1-c1ccccc1,1,-4,-10,-0.9,-3.4,2,-1.2,-4,1,-0.4,-1
O=C(NCc1ccccn1)c1ccccc1OCc1ccc(F)cc1,-5,2,-10,-0.3,1.9,-4,-0.9,-1,0,2.1,9
Cn1ccnc1SCCNC(=O)CCc1nnc(CCCCc2ccccc2)o1,-6,1,8,-0.5,0.3,-3,-1.4,-19,-3,2.2,3
COc1ccc(-c2nc(CN3CCCCC3c3nccn3C)c(C)o2)c(C)c1C (stereo not given),10,1,11,0.1,-0.4,-5,-0.2,-53,1,0.5,6
CC(CCc1ccccc1)NC(=O)c1cccs1 (stereo not given),2,-3,17,1.4,4.4,3,0.3,-10,4,2.8,9
Cn1ncc2c(Nc3cccc(Cl)c3)nc(Nc3cccc(Cl)c3)nc21,-12,0,128,-2.8,1.8,-12,-2.2,-2,1,1.3,7
COc1ccc2c(CC(=O)N3CCN(S(=O)(=O)c4cccs4)CC3)coc2c1,8,-4,171,-0.8,-1.5,-6,0.4,-13,0,1.6,1
S=C(NCCCN1CCOCC1)N1CCN(c2ccccc2)CC1,14,0,-3,0.1,1.5,2,4.6,14,-4,5.6,-2
CC1CCN(CCCNC(=O)CN2C(=O)CSc3ccc(S(=O)(=O)N4CCOCC4)cc32)CC1,1,1,-17,-2.4,-0.4,5,0.9,6,-2,0.8,-8
O=C(NCc1ccccc1)c1cccc(OCC(=O)N2CCN(C(=O)c3ccco3)CC2)c1,2,-1,-2,1.2,-0.4,-9,-1.8,4,-2,1.7,1
CC(C)(C)c1n[nH]c(=S)n(N)c1=O,5,2,14,-1.6,-0.5,-2,-1.7,10,-2,2.0,15
Cc1cccc(C(=O)N2CCCC(c3nc(-c4ccc(C)o4)no3)C2)c1 (stereo not given),1,-4,-10,-1.5,0.8,5,2.2,2,-2,-0.1,1
N#CCOC(=O)/C=C/c1ccc2c(c1)OCO2,7,-3,36,1.9,-1.8,4,2.4,-34,7,2.7,1

# Among those listed so far, ten contain an aryl methoxy group:
SMILES,PKA-R2B act,DAGLB inh,SUMO Mot1 rescue,Ecoli viability,CDK5 inh,PKA-R1A act,AddAB inh,HTR5A inv ctr,HTR5A ag,phage Ecoli inh,Tat transport
COc1cc(C)c(C(=O)Oc2cc(C)c(C(=O)O)c(O)c2C)c(O)c1C(=O)O,-8,-1,13,-0.5,-2.2,-7,2.7,14,0,1.6,-3
COc1cccc(SCC2(O)CCN(C(=O)c3ccc(Cl)cc3)CC2)c1,-8,1,.,3.3,1.3,-14,1.2,3,-6,2.2,3
CCN(c1ccccc1)S(=O)(=O)c1ccc(OC)c(NC(=O)C2CC2)c1,0,-2,-9,-0.3,-2.0,-4,1.8,-22,8,-2.0,13
COc1cc(OC)cc(C(=O)N2CCN(C(=O)c3cccc(F)c3)CC2)c1,0,1,275,-3.3,-1.6,-10,0.2,6,-2,2.2,0
COc1ccc(NC(=S)N2CCC(NC(=O)c3cccc(C)c3)CC2)cc1,0,0,2,0.5,-0.9,-3,3.1,-8,3,2.5,-2
COc1cc(NC(=O)c2cc(S(=O)(=O)N3CCCCC3)c[nH]2)cc(OC)c1,-9,0,3,-1.5,-1.4,-8,-1.5,-5,2,0.5,3
COc1ccc(C2/C=C\CN(C(=O)Nc3ccc(C(F)(F)F)cc3)CC(=O)N2Cc2ccc(F)cc2)cc1 (stereo not given),-4,-10,484,4.3,-1.2,-7,5.8,-50,20*,.,5
COc1ccc(NC(=O)CSc2nccn2-c2ccccc2)cc1,-13,-1,-6,1.0,-1.1,-9,5.3,-1,-2,5.5,-12
COc1ccc(-c2nc(CN3CCCCC3c3nccn3C)c(C)o2)c(C)c1C (stereo not given),10,1,11,0.1,-0.4,-5,-0.2,-53,1,0.5,6
COc1ccc2c(CC(=O)N3CCN(S(=O)(=O)c4cccs4)CC3)coc2c1,8,-4,171,-0.8,-1.5,-6,0.4,-13,0,1.6,1

# Bioassay records (PubChem BioAssay)
